NSD2 HMT inh = NSD2 histone methyltransferase inhibitors, primary screen, biochemical, AlphaScreen, single concentration, set 2; Histone-lysine N-methyltransferase NSD2 (Homo sapiens), O96028; NSD2 peptide methylation, 120 min; inhibition, % at 12.5 µM; 310,000 compounds, 0.54% hits; AID 743445, 2014; in the data active = inhibition above about 50%
PvdQ inh = P. aeruginosa PvdQ acylase inhibitors, primary screen, biochemical, fluorescence, plate reader and imaging, single point; PvdQ acylase [Pseudomonas aeruginosa LESB58]; purified PvdQ acylase; inhibition, % at 10 µM; 340,000 compounds, 0.063% hits; in the data active = inhibition above about 30%, passing the limit was not always enough;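 note: 0% = vehicle neutral wells and 100% = reference inhibitor wells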
cardiac RTF act = cardiac RTF calcium sensitivity activators, primary screen, biochemical, IANBD-TnC fluorescence, EC20 calcium. Troponin I, cardiac muscle (Homo sapiens) + Troponin T, cardiac muscle (Homo sapiens) + …. IANBD-labeled TnC RTF fluorescence at EC20 calcium; 0% EC20 calcium, 100% full calcium. activation, % at 7.2 µM. 340,000 compounds, 0.24% hits. AID 493008, 2010;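 active = activation above the mean over all tested compounds plus 3 SD, cut at about 30% in these data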;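 note: rise in fluorescence read as greater calcium sensitivity of cardiac thin filaments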
Rtt109 HAT inh = inhibitors of C. albicans Rtt109/Vps75 HAT, primary screen, biochemical, ThioGlo CoA-SH fluorescence, plate reader | Histone acetyltransferase RTT109 (Candida albicans (strain SC5314 / ATCC MYA-2876)), … | purified Rtt109/Vps75, 4 h | inhibition, % at 34.9 µM | 330,000 compounds, 0.16% hits;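 active = inhibition of at least 50% in every replicate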
Keap1-Nrf2 PPI = Keap1-Nrf2 protein-protein interaction inhibitors, primary screen, biochemical, fluorescence polarization, single point | AID 504523, 2011 | Keap1 Kelch-Nrf2 peptide fluorescence polarization, 1536-well | inhibition, % at 9.4 µM | 340,000 compounds, 0.15% hits | Kelch-like ECH-associated protein 1 (Homo sapiens), Q14145; in the data active = inhibition above about 12%;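 note: human Keap1 Kelch domain with fluorescein labeled Nrf2 9mer peptide probe; 0% = neutral control wells and 100% = peptide positive control; higher means more block of Keap1 binding to Nrf2 peptide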
C-LANA FP = inhibitors of KSHV C-LANA binding to DNA, primary screen, biochemical, fluorescence polarization, FAM-LBS DNA, MBP-C-LANA, single point; Kaposi's sarcoma herpesvirus LANA C-terminal domain (residues 932-1162) DNA binding; inhibition, % at 9 µM; 340,000 compounds, 0.078% hits; AID 504423, 2011;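 active = highest replicate inhibition at or above 60% at 9 µM, even if other replicates fall short; inactive = all replicates below 60% inhibition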;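 note: 0% = neutral control wells and 100% = 4 µM acridine orange control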
dFosB activator = activators of delta FosB homodimer, primary screen, biochemical, fluorescence polarization, TAMRA-CDK5 oligo, single point. Protein FosB (Mus musculus), P13346. purified delta FosB; percent of positive-control signal above neutral wells. activation, % at 25 µM. 340,000 compounds, 0.99% hits;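 active = mean activation above about 17%, with every replicate also reaching it, limit read from the data, passing the limit was not always enough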;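 note: fluorescence polarization rise as delta FosB binds a TAMRA Cdk5 AP-1 oligo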
PfHsp90 set2 = growth inhibition of PfHsp90-expressing yeast, primary screen, antimalarial PfHsp90 inhibitor project, S. cerevisiae, BacTiter-Glo luminescence, single point, set 2; BacTiter-Glo ATP, 48 h; yeast lacking PDR1 and PDR3 efflux regulators; inhibition, % at 9.4 µM; 310,000 compounds, 0.32% hits;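 active = every replicate shows inhibition above about 80%, whatever the replicate mean, limit read from the data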;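 note: 0% = DMSO neutral controls and 100% = 20 µM radicicol positive controls; yeast relying on Plasmodium falciparum Hsp90 in place of its own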
Cardiac RTF inh = cardiac RTF calcium sensitivity inhibitors, primary screen, biochemical, IANBD-TnC fluorescence, EC70 calcium | 340,000 compounds, 0.12% hits | IANBD-labeled cardiac RTF, Ca2+ fluorescence | inhibition, % at 7.15 µM;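 active = inhibition above the mean inhibition of all tested compounds plus 3 SD, cut at about 17% in these data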;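 note: assay run at fixed EC70 calcium of 1.6 mM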
CDK5 inh = inhibitors of human CDK5/p35 kinase, primary screen, biochemical, single concentration. Recombinant CDK5/p35, ADP-Glo luminescence, 60 min. AID 488839, 2010. inhibition, % at 10 µM. 330,000 compounds, 0.01% hits. Cyclin-dependent kinase 5 (Homo sapiens) + Cyclin-dependent kinase 5 activator 1 (Homo …;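 active = highest replicate inhibition of at least 50% and at least 75% of replicates reaching 50%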;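 note: plate controls were DMSO neutral control for no effect and GW8510 at 10 µM for full effect; many of its hits are not listed in these tables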
Mot1-301 SUMO = yeast Mot1-301 growth rescue at high temperature, primary screen, SUMOylation pathway inhibitor project, S. cerevisiae, ATP luminescence, 38.5C | S. cerevisiae Mot1-301 growth rescue; percent above DMSO median, 100 means doubled | growth rescue, % at 18.8 µM | 320,000 compounds, 1% hits | AID 2716, 2010;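 active = every valid replicate shows activation above 250% relative to neutral control wells; inactive = the rest, any valid replicate at or below 250%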;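 note: OY570 slx delta 5 strain wells were the positive control but not used for scaling; some compounds called inactive have numbers as strong as hits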
Starred values were filed as active, the others as inactive; . = no result given.

Molecule	Cardiac RTF inh	cardiac RTF act	CDK5 inh	Keap1-Nrf2 PPI	PfHsp90 set2	Rtt109 HAT inh	NSD2 HMT inh	PvdQ inh	dFosB activator	Mot1-301 SUMO	C-LANA FP
Nc1c(Cl)cc2c(c1Oc1ccccc1)C(=O)c1ccccc1C2=O	-1	5	11	1	-5	.	.	15	-12	1	-2.1
O=C1C2C3CCCC3=C3CCCC3C2C(=O)N1c1ccc(F)cc1 (stereo not given)	-5	3	-0.1	0	0	-17	0	-10	-4	-6	0.2
O=c1[nH]c(CN2CCN(S(=O)(=O)c3ccc4ccccc4c3)CC2)nc2ccccc12	1	1	0.3	-4	-22	3	.	-12	10	-7	-0.1
N/C(=N\OC(=O)c1ccc(=O)n(Cc2ccc(Cl)cc2)c1)c1ccccn1	0	-7	0.2	-8	.	-1	6	-8	-13	14	0.5
CN(CC(=O)Nc1ccc(F)c(F)c1F)C(=O)Cn1cnc2c1c(=O)n(C)c(=O)n2C	7	1	1.2	0	.	-6	-1	7	-1	2	-2.1
O=C(NCc1ccc2c(c1)OCO2)c1ccc(Br)o1	-7	-2	-0.5	-2	10	14	-2	-15	-7	471	-1.1
CC1CCN(C(=O)CSc2nc3ccccc3c(=O)[nH]2)CC1	-8	4	0.8	4	.	-1	-1	-6	-8	2	-0.7
O=C1CN(C(=O)CSc2nc3c(cnn3-c3ccccc3)c(=O)[nH]2)c2ccccc2N1	-10	4	-2.1	0	20	2	1	-3	-22	-3	-0.2
O=C(Nc1nnc(-c2ccccc2)o1)c1nc2ccccc2s1	-8	6	2.1	0	-18	-1	.	-15	-11	225	-1.2
CCOC(=O)c1c(C)nc2c3ccccc3ccn12	-7	-3	2.1	-5	26	3	-4	8	-40	-15	0.6
COc1cc(CCC(=O)OCC(=O)Nc2ccc3c(c2)OCO3)cc(OC)c1OC	-8	-6	0.8	0	5	-7	0	-5	1	64	1.1
O=S(=O)(c1ccccc1)c1nc(-c2ccccc2)oc1N1CCCC1	2	-3	-1.9	-3	.	-6	-1	-6	-1	-3	-2.5

Profiles, quoted from the list. Values in the order: Cardiac RTF inh, cardiac RTF act, CDK5 inh, Keap1-Nrf2 PPI, PfHsp90 set2, Rtt109 HAT inh, NSD2 HMT inh, PvdQ inh, dFosB activator, Mot1-301 SUMO, C-LANA FP
`O=c1[nH]c(CN2CCN(S(=O)(=O)c3ccc4ccccc4c3)CC2)nc2ccccc12` reads 1, 1, 0.3, -4, -22, 3, ., -12, 10, -7, -0.1
`Nc1c(Cl)cc2c(c1Oc1ccccc1)C(=O)c1ccccc1C2=O` reads -1, 5, 11, 1, -5, ., ., 15, -12, 1, -2.1

The listing picks up, starting 5 compounds before the break.
Molecule	Cardiac RTF inh	cardiac RTF act	CDK5 inh	Keap1-Nrf2 PPI	PfHsp90 set2	Rtt109 HAT inh	NSD2 HMT inh	PvdQ inh	dFosB activator	Mot1-301 SUMO	C-LANA FP
O=C1CN(C(=O)CSc2nc3c(cnn3-c3ccccc3)c(=O)[nH]2)c2ccccc2N1	-10	4	-2.1	0	20	2	1	-3	-22	-3	-0.2
O=C(Nc1nnc(-c2ccccc2)o1)c1nc2ccccc2s1	-8	6	2.1	0	-18	-1	.	-15	-11	225	-1.2
CCOC(=O)c1c(C)nc2c3ccccc3ccn12	-7	-3	2.1	-5	26	3	-4	8	-40	-15	0.6
COc1cc(CCC(=O)OCC(=O)Nc2ccc3c(c2)OCO3)cc(OC)c1OC	-8	-6	0.8	0	5	-7	0	-5	1	64	1.1
O=S(=O)(c1ccccc1)c1nc(-c2ccccc2)oc1N1CCCC1	2	-3	-1.9	-3	.	-6	-1	-6	-1	-3	-2.5
C=CCN1C2CCCC1CC(NC(=O)Nc1cccc(C(C)=O)c1)C2 (stereo not given)	-9	10	1.7	-2	.	1	13	-11	-10	4	0.1
O=C(/C=C/c1cccc(Cl)c1)NCc1ccncc1	-6	5	-1.0	1	6	1	28	-2	-3	0	0.6
COc1ccc(C(CNC(=O)c2cccc(N(C)C)c2)N2CCCC2)cc1 (stereo not given)	-5	3	2.4	-6	3	15	4	-2	2	3	-1.8
O=C1CSc2ccc(S(=O)(=O)NCc3ccc(F)cc3)cc2N1	-9	-6	1.5	-6	-39	-1	2	-8	-4	7	-0.1
O=C(O)C12CC3CC(C1)CC(n1ncc(N4CCN(c5ccccc5)CC4)c(Cl)c1=O)(C3)C2	-10	7	0.8	-2	15	-3	-2	-8	-14	0	0.5
CC(=O)Nc1ccc(S(=O)(=O)N2CCN(CCc3ccccc3)CC2)cc1	-9	1	0.3	1	-14	-1	-1	-7	-9	1	4.4
COc1ccc(C2=CC(=O)OC3(CCCCC3)O2)cc1	-5	0	0.6	0	10	5	-6	-14	-6	-11	1.1
O=C(COC(=O)C1CCN(S(=O)(=O)c2cccs2)CC1)Nc1ccccc1	-17	4	-1.6	-2	-48	-2	-4	-11	-1	-2	4.0
Cc1cccn2c(=O)c3cc(C(=O)NCCc4ccccc4)sc3nc12	-4	1	-0.6	0	-5	-37	-6	-8	-14	798*	-1.1
Cc1c(Br)c(C(=O)NNC(=O)c2ccc(C(C)(C)C)cc2)nn1C	0	-5	-0.2	-5	-9	2	-1	-10	2	11	-0.4
COc1ccc2c(c1)[nH]c1c(N3CCSCC3)ncnc12	0	5	1.5	-1	-5	-2	-2	-19	-7	17	2.4
COC(=O)CNC(=O)C(Cc1ccccc1)NS(=O)(=O)c1ccc2c(c1)c(=O)n(C)c(=O)n2C (stereo not given)	2	-2	0.1	1	-17	-2	-1	0	-3	85	1.7
O=C(COC(=O)c1ccc(Cl)nc1)Nc1cc(S(=O)(=O)N2CCCCC2)ccc1Cl	11	1	1.4	1	-7	-5	-3	-2	-5	1	1.2
CC(=O)Nc1ccc(C(=O)OCCC(C)C)cc1	-14	2	-0.1	-2	-17	10	-3	0	-9	-35	1.5
CN(C)CCN(C(=O)c1cccc(N2C(=O)CCC2=O)c1)c1nc2ccc(Br)cc2s1	-3	-2	1.2	5	17	7	3	-9	-15	118	-1.1
COc1cccc(NS(=O)(=O)c2cc3[nH]c(=O)c(=O)[nH]c3cc2C)c1	1	0	-0.2	-1	-14	-5	-1	-11	-6	12	1.4
O=C(c1cc(F)c(F)cc1Cl)N1CCN(S(=O)(=O)c2cccs2)CC1	-6	5	-0.6	-8	.	0	-1	-11	-1	.	-0.4
c1ccc(CN(Cc2ccccc2)Cc2nnc(-c3cc4ccccc4[nH]3)s2)cc1	-3	-1	2.0	-9	-3	1	.	-17	1	-4	0.0
Cn1cnnc1SCC(=O)Nc1ccc(Cl)cc1	-5	2	1.1	-3	4	-5	-1	-18	-2	10	-3.4
CCOC(=O)C1=C(C)NC(C)=C(C(=O)OCC)C1C(=O)OCC(N)=O	-5	-1	0.1	0	-4	-2	-17	4	0	365	-3.2
Oc1ccccc1-c1cc(-c2ccccc2)no1	-3	-4	1.2	-5	-3	1	-1	-13	2	-10	-0.3
Cc1c(C(=O)N2CCCC2)oc2ccc(Br)cc12	-10	3	2.0	-2	11	2	-6	-13	-23	-15	1.1
CC(C)Cc1nc(N2CCCCC2)c(C#N)c2c1CCC2	-5	-14	-0.6	-2	4	0	-3	-17	2	-7	0.5
CCC(C)N(C(=O)CSc1ncnc2c1cnn2-c1ccccc1)C1CCS(=O)(=O)C1 (stereo not given)	-2	-4	-1.4	-2	8	-3	-1	-16	-8	.	-0.9
Cc1ccc(S(=O)(=O)CCC(=O)OCC(=O)N(C)C2CCS(=O)(=O)C2)cc1 (stereo not given)	-12	7	0.2	-3	6	15	0	3	0	366*	-0.3
CC(=O)Nc1ccc(S(=O)(=O)Nc2cc([N+](=O)[O-])ccc2C)cc1	5	2	2.6	-1	-18	3	4	7	3	17	-0.4
CCN(CC(=O)Nc1ccc(OC)cc1)C(=O)COc1cccc2c1OC(C)(C)C2	6	-2	-1.2	-2	.	-2	0	18	-13	-22	-0.6
CC(NC(=O)c1ccco1)c1cccc2ccccc12 (stereo not given)	1	-3	0.3	2	.	1	-3	-7	-3	6	-0.1
c1ccc(Nc2nc(-c3ccccc3)nc3ccccc23)cc1	1	2	1.2	0	-19	9	-16	8	-14	-10	0.1
CCOc1cc(C(=O)OCc2ccc(OC)cc2)ccc1OCC(=O)N1CCOCC1	-4	-2	2.5	-1	-6	6	21	7	-18	6	0.0
Cc1noc(C)c1S(=O)(=O)Nc1ccc(C(C)C)cc1	2	-7	.	1	1	1	.	-10	1	-1	1.8
Cc1ccsc1C(=O)NNC(=O)C1CC=CCC1C(=O)O (stereo not given)	-44	2	-1.7	-2	-9	1	-1	-13	-1	-14	-1.6
Cc1cc(C(=O)Nc2ccccc2C)on1	-15	1	-0.1	3	-16	-3	2	4	1	-5	-1.4
CCOC(=O)c1cc(-c2ccccc2)n(CC(=O)Nc2cc(OC)cc(OC)c2)c1C	4	-5	0.3	-2	-12	-3	-1	-5	8	0	0.7
Fc1ccccc1-c1nnc2n1N=C(c1ccc(OC(F)F)c(OCC3CC3)c1)CS2	12	-1	0.1	0	-18	-3	.	8	10	-20	0.4
CN(C)CCCN(C(=O)CCc1ccccc1)c1nc2ccc(Cl)cc2s1	-6	3	2.7	-1	9	6	0	-18	-139	184	-0.9
CCOC(=O)C1=C(COC(=O)CNS(=O)(=O)c2ccc(NC(C)=O)cc2)NC(=O)NC1C (stereo not given)	-12	9	-1.6	-9	2	16	-2	5	7	.	1.3
